Compound activity deposited in PubChem BioAssay by several laboratories.
CCHF vOTU inh: CCHFV vOTU protease inhibitors, primary screen, biochemical, Pep-AMC substrate, fluorescence; Crimean-Congo hemorrhagic fever virus L polyprotein viral ovarian tumor (vOTU) protease …; inhibition, % at 11.5 µM; actives 0.55% (n = 370,000); in the data active = inhibition above about 30%; note: 0% = vehicle wells with enzyme and 100% = no enzyme wells
TcdB inh: TcdB glycohydrolase inhibitors, primary screen, biochemical, single point, plate reader; AID 652162, 2013; actives 0.24% (n = 350,000); inhibition, % at 9.99 µM; Toxin B (Clostridioides difficile), P18177; TcdB glycohydrolase enzymatic assay; in the data active = inhibition above about 10%
PrPC TRFRET: inhibitors of human cell surface prion protein PrPC, primary screen, cell-based, TR-FRET; actives 0.43% (n = 370,000); inhibition, % at 13.8 µM; Major prion protein (Homo sapiens), P04156; TR-FRET read-out; AID 720596, 2013; in the data active = inhibition above about 24%; note: 0% = median of the test wells and 100% = reference compound wells
Anthrax LF inh2: Bacillus anthracis LF protease inhibitors, primary screen, biochemical, multiplex microsphere, MLPCN library; Lethal factor (Bacillus anthracis), P15917; inhibition, % at 10 µM; actives 0.12% (n = 360,000); multiplex microsphere protease cleavage assay; AID 588501, 2011; note: plate controls were buffer without enzyme for full effect and enzyme alone for no effect
PfHsp40 rescue: rescue of yeast from PfHsp40 toxicity, primary screen, S. cerevisiae, ATP luminescence. S. cerevisiae expressing PfHsp40, growth rescue. growth rescue, % at 12.5 µM. actives 0.68% (n = 340,000). AID 504582, 2011; in the data active = growth rescue above about 28%, passing the limit was not always enough; inconclusive = no clear call, values can overlap the other calls;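 note: yeast W303a lacking pdr1 and pdr3 grown in galactose medium; growth measured after three days at 30 °C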
FadD28 binding: inhibitors of FadD28 bisubstrate probe binding, primary screen, biochemical, fluorescence polarization, single point. Mycobacterium tuberculosis FadD28 fatty-acid-AMP ligase. inhibition, % at 12.5 µM. actives 0.22% (n = 360,000). AID 588549, 2011; in the data active = inhibition above about 8.5%, passing the limit was not always enough; inconclusive = no clear call, values can overlap the other calls
BoNT-A LC inh2: BoNT/A light chain protease inhibitors, primary screen, biochemical, flow cytometry, MLPCN library | actives 0.17% (n = 360,000) | inhibition, % at 10 µM | multiplex microsphere protease substrate cleavage | Botulinum neurotoxin type A light chain protease (Clostridium botulinum A str. ATCC 3502); note: plate controls were buffer without enzyme for full effect and enzyme alone for no effect
Y pestis TopoI: Yersinia pestis topoisomerase I inhibitors, primary screen, biochemical, cleavage product accumulation, plate reader, single point; DNA topoisomerase I (Yersinia pestis CO92); Y. pestis Topo-I cleavage product accumulation; activity, % at 10 µM; actives 0.064% (n = 360,000); in the data active = activity above about 50%, passing the limit was not always enough; inconclusive = no clear call, values can overlap the other calls; note: inactives centre near 2
BoNT F protease: BoNT/F light chain protease inhibitors, primary screen, biochemical, flow cytometry, MLPCN library; inhibition, % at 10 µM; actives 0.22% (n = 360,000); Botulinum neurotoxin type F light chain protease (Clostridium botulinum); AID 588497, 2011; Multiplex microsphere protease cleavage assay; in the data active = inhibition above about 35%, passing the limit was not always enough; inconclusive = no clear call, values can overlap the other calls; note: plate controls were buffer without enzyme for full effect and enzyme alone for no effect
* marks the source's active call; other numbers are inactive results; ? = inconclusive; . = not tested or not shown. Cut-off read from the data, not from the text of the source, unless noted: active = inhibition above about 30%; inconclusive = no clear call, values can overlap the other calls; inactive = below that.

SMILES | CCHF vOTU inh | TcdB inh | PrPC TRFRET | Anthrax LF inh2 | PfHsp40 rescue | FadD28 binding | BoNT-A LC inh2 | Y pestis TopoI | BoNT F protease
CCc1nc2ccc(C(=O)NCc3ccc4c(c3)OCO4)cn2c1N(C)CCC(C)C | 27 | 2.3 | 6 | -9 | . | -2.8 | 0.3 | 35 | -5
Cc1nn(-c2ccc(F)cc2)c(C)c1CN1CCN(CCC(C)C)C(CCO)C1 (stereo not given) | -3 | 1.3 | 2 | -3 | -1.3 | 0.2 | -1.2 | -5 | 1
COc1cc(/C=C2\CCc3ccccc3C2=O)cc(OC)c1OC | -13 | . | 6 | -1 | 2.0 | -2.6 | -0.5 | 20 | -6
CC(C)CCn1c(S(=O)(=O)O)nc2ccccc21 | 5 | . | 5 | 1 | -0.7 | -0.5 | -0.7 | 0 | -5
CCOc1cc(CNCCc2c[nH]c3ccccc23)cc(Cl)c1OCC | 10 | 1.4 | -1 | -4 | -0.2 | -2.1 | -1.1 | -6 | -20
COc1ccc([N+](=O)[O-])cc1NC(=O)C1C2C=CC(C2)C1C(=O)O (stereo not given) | -6 | 0.2 | -10 | 9 | 0.5 | -1.0 | -1.3 | -1 | 10
COC(=O)c1ccc(NC(=O)Cn2c([N+](=O)[O-])cnc2C)cc1 | -11 | 2.7 | -2 | -5 | -0.7 | -0.3 | -1.5 | 1 | -12
COc1ccccc1S(=O)(=O)NCc1ccc(C(=O)N(C)Cc2ccc(F)cc2)cc1 | -5 | 0.4 | 8 | 1 | 1.0 | -2.4 | -1.6 | 22 | -7
Cc1cc(=O)oc2cc3c(cc12)OCCN3 | -257 | . | -7 | 3 | 0.5 | 0.7 | 0.1 | -8 | 19
CC(C)c1nc(N2CCOCC2)c(C#N)c2c1COC(C)(C)C2 | -23 | . | -6 | -1 | -0.1 | -4.9 | 1.3 | 14 | -4
O=C(Nc1ccc(F)c(Cl)c1)Nc1cnccn1 | -12 | 0.2 | -5 | -2 | -0.6 | -1.2 | -0.1 | 0 | -3
O=c1c2ccccc2oc2nc(-c3ccco3)n(-c3ccccc3)c(=O)c12 | 7 | 0.8 | -4 | 0 | -2.1 | -2.4 | 1.2 | 2 | 4
Cc1ccc(C(=O)Nc2ccc(Oc3ccc(C(=O)O)c(C(=O)O)c3)cc2)cc1C | 9 | . | 10 | -2 | 2.5 | -2.6 | 0.9 | -5 | -29
O=C(c1ccsc1)N1CCCC(Nc2cccc(F)c2)C1 (stereo not given) | -2 | 0.0 | -3 | 2 | -0.9 | -5.0 | 0.0 | -6 | -2
COc1cccc(/C=C/C(=O)OCC(=O)Nc2ccc3c(c2)OCCO3)c1 | -4 | -0.3 | -2 | 6 | . | -1.2 | 0.1 | -2 | 3
O=C(NCc1ccco1)C1CCCN1C(=O)Nc1ccccc1Cl (stereo not given) | 2 | -0.4 | -1 | 2 | -2.4 | 0.7 | -0.9 | 7 | -1
Cc1c(Cl)cccc1NC(=O)CSC(C)c1nc2ccccc2c(=O)[nH]1 (stereo not given) | -5 | -2.0 | -3 | -3 | 0.2 | 0.0 | -2.9 | -2 | -6
CCC(C)NC(=O)CCS(=O)(=O)c1ccc(Br)s1 (stereo not given) | 12 | . | 1 | -6 | -1.9 | -0.3 | -0.5 | 1 | -15
COc1ccc(Nc2nc(CC(C)=O)ns2)cc1 | 22 | . | 3 | -3 | 0.1 | -1.6 | 0.4 | 1 | -4
CC(C)CCn1c(=O)c2ccccc2n2c(=S)[nH]nc12 | 0 | -0.8 | -1 | -2 | ? | -2.6 | 0.5 | 2 | 8

Next part; it opens with the 2 that closed the last part.
SMILES | CCHF vOTU inh | TcdB inh | PrPC TRFRET | Anthrax LF inh2 | PfHsp40 rescue | FadD28 binding | BoNT-A LC inh2 | Y pestis TopoI | BoNT F protease
COc1ccc(Nc2nc(CC(C)=O)ns2)cc1 | 22 | . | 3 | -3 | 0.1 | -1.6 | 0.4 | 1 | -4
CC(C)CCn1c(=O)c2ccccc2n2c(=S)[nH]nc12 | 0 | -0.8 | -1 | -2 | ? | -2.6 | 0.5 | 2 | 8
Cc1nnnn1CC(=O)Nc1cccc([N+](=O)[O-])c1 | -6 | -0.7 | -14 | -6 | 0.1 | -2.5 | -0.3 | 4 | -6
Cc1nn(C)c(C)c1NC(=O)CSc1nc(Cc2ccccc2)nc2c1cnn2-c1ccccc1 | 0 | . | 6 | -1 | -0.1 | -2.3 | -0.3 | 6 | 4
COCCSc1nnc(NC(=O)C2CCCCC2)s1 | -2 | . | 6 | -2 | 0.2 | 0.0 | -1.2 | 3 | -2
Cn1c(=O)c2c(nc(SCC(=O)NCc3ccc4c(c3)OCO4)n2Cc2ccc(F)cc2)n(C)c1=O | -7 | . | 2 | -6 | 0.1 | -1.4 | -0.6 | -1 | -16
O=C(COC(=O)c1cc(=O)[nH]c2ccccc12)Nc1ccc(F)cc1F | 1 | 0.5 | 8 | -6 | 0.6 | -0.1 | -0.5 | -12 | 2
CCN(CC(=O)Nc1c(F)cccc1F)C(=O)/C=C/c1ccc(OCC#N)c(OC)c1 | -3 | 2.6 | -2 | 2 | 0.0 | -0.1 | 5.2 | 2 | 28
Cc1cccc(C(=O)c2cn[nH]c2-c2ccccc2O)c1 | 14 | 1.2 | -12 | -9 | -1.1 | -0.3 | -0.7 | 4 | 1
CCOC(=O)c1sc(=S)n(-c2ccccc2)c1NC(C)=O | 10 | -4.6 | 3 | . | 3.3 | -1.7 | . | 4 | .
COC(=O)c1cc(Br)c(=O)n(Cc2ccncc2)c1 | 1 | . | -2 | -1 | -0.8 | -0.8 | -0.3 | 4 | -2
COc1cccc(COc2ccc3ccc(=O)oc3c2)c1 | 3 | 1.4 | -4 | -4 | 0.0 | -2.7 | 0.5 | 10 | 23
CC1(C)CC(=O)C2=C(C1)NC(Nc1nc3ccccc3o1)=NC21CCCC1 | -9 | . | 4 | -4 | -0.8 | -3.2 | 0.4 | -5 | 1
CCC12CN3CCN(CC(C3)C1O)C2 (stereo not given) | 6 | . | 13 | -6 | -1.1 | 0.8 | -0.7 | -3 | -12
Cc1ccc(S(=O)(=O)Cn2cnnn2)cc1 | 20 | . | -3 | 0 | -1.4 | -1.7 | -2.8 | -9 | -2
COc1ccc(N2CCN(C(c3cc4ccc(C)cc4[nH]c3=O)c3nnnn3C3CCCC3)CC2)cc1 (stereo not given) | 2 | . | -7 | -3 | -0.1 | -2.2 | -2.8 | -5 | -4
Cc1ccc(NC(=S)NC(C)(C)C)c([N+](=O)[O-])c1 | 4 | -1.2 | -8 | 12 | -0.5 | -3.8 | -1.5 | 3 | ?
CC(C)N(Cc1nc(-c2ccc(Cl)cc2)no1)C(=O)CCCN1C(=O)c2ccccc2C1=O | 14 | 2.0 | -3 | -3 | -1.4 | 2.6 | -0.8 | 5 | -6
Cc1cccc(NC(=O)CSCC(=O)Nc2ccc(S(=O)(=O)N3CCCC3)cc2)c1 | 4 | 2.6 | 1 | -3 | 0.6 | 0.8 | 1.4 | 23 | 8
O=C(OCc1cn([C@@H]2CN(CC3CCCCC3)[C@@H](c3ccccc3)C[C@H]2O)nn1)c1ccccc1 | 11 | 0.3 | -3 | -9 | . | -0.4 | -0.5 | 42 | -3
Cc1coc(C)c1C(=O)CC1(O)C(=O)N(CCc2ccccc2)c2ccccc21 (stereo not given) | 1 | . | -7 | -2 | 0.6 | -2.8 | 1.3 | 5 | -2
CCN(CC)C(=O)c1sc(N)c(C(=O)OC(C)C)c1C | 6 | . | 5 | -2 | 0.0 | -2.5 | 0.5 | -1 | -4
CCOc1ccc(CN2CCCC(CO)(Cc3ccccc3F)C2)cc1 (stereo not given) | -6 | 0.0 | -1 | . | 0.0 | -1.2 | . | 19 | .
CCOC(=O)c1c(C)n(C)c2ccc(OCC(O)CNCCc3ccccc3)cc12 (stereo not given) | 22 | 2.8 | -15 | -14 | 1.5 | -4.2 | -1.8 | 20 | -33
CCOc1ccccc1C(=O)OCC(=O)Nc1cc(S(=O)(=O)N2CCOCC2)ccc1C | -9 | 0.8 | 2 | 4 | -0.2 | -0.6 | 2.1 | 8 | 3
CC(=O)Nc1cc(-c2cccc(F)c2)cn2c(-c3ccc(F)cc3)cnc12 | -10 | 0.1 | 0 | 0 | . | -0.9 | 0.5 | 6 | -6
O=C(O)C(c1ccccc1)N1C(=O)c2ccccc2C1=O (stereo not given) | -1 | 1.5 | -3 | -4 | -1.1 | -2.1 | -2.2 | -4 | ?
COc1ccc(C(=O)N2CCN(S(=O)(=O)c3ccc(C)cc3C)CC2)cc1OC | 1 | 1.4 | -1 | -8 | 0.3 | -2.6 | -1.2 | 8 | -9
CCc1ccccc1N1CCN(S(=O)(=O)c2ccc(F)c(C)c2)CC1 | 2 | . | 13 | 1 | 6.8 | -2.0 | 1.1 | 3 | 4
Cc1ccc(NC(=O)NC2CC(=O)N(c3ccc4c(c3)OCCO4)C2)c(C)c1 (stereo not given) | -2 | 1.5 | 0 | -8 | 0.4 | 0.6 | 4.5 | 8 | -5
Cn1nccc1NC(=O)c1nccnc1C(=O)O | -9 | 1.2 | 1 | -8 | -1.4 | -0.1 | -0.5 | 1 | 3
CC(NC(=O)CN1CCN(c2cccc(Cl)c2)CC1)c1ccccc1 (stereo not given) | -4 | 0.9 | -9 | 3 | 0.0 | -1.7 | 1.2 | -4 | 10
Brc1cccc(-c2nc3c4ccccc4ccn3c2Cc2ccsc2)c1 | 1 | 2.1 | 1 | 0 | . | -4.6 | 0.7 | . | -6
CCOC(=O)c1c(NC(=O)CSc2nnc(C)s2)sc2c1CCN(C)C2 | 0 | . | -14 | 16 | 1.4 | -2.1 | 17 | -7 | -4
COc1ccccc1CNC(=O)[C@@H]1CCCN1S(=O)(=O)c1ccc(C)cc1 | -7 | 1.6 | 2 | 0 | 1.1 | -1.6 | -0.7 | 13 | -7
Cc1cc(C)nc(/N=C(\N)Nc2ccccc2-c2ccccc2)n1 | 1 | 10* | 10 | 1 | 1.0 | -3.8 | 1.7 | 3 | -4
O=c1c(-c2ccco2)[n+]([O-])c2ccccc2n1OCc1ccccc1[N+](=O)[O-] | -7 | 0.7 | -10 | 1 | -0.3 | -0.1 | 3.3 | -2 | 3
CCN1CCN(CCCNC(=O)C2CCCN(c3nc4c(C)cc(C)cc4s3)C2)CC1 (stereo not given) | 8 | 0.0 | 2 | -4 | -1.7 | -0.8 | 0.1 | 0 | 4
Cc1[nH]c2ccc(C(=O)N3CCN(C)CC3)cc2c1C | 6 | 2.1 | -2 | 0 | -0.1 | -4.3 | -0.4 | -1 | 9
CCCCN(Cc1ccco1)C(=O)C1CCCN(c2ncnc3c2nc2n3CCCCC2)C1 (stereo not given) | 7 | -0.6 | 5 | -3 | 0.0 | -2.6 | 1.9 | 43 | 1

Entries above that contain bromine, in the order listed:
SMILES | CCHF vOTU inh | TcdB inh | PrPC TRFRET | Anthrax LF inh2 | PfHsp40 rescue | FadD28 binding | BoNT-A LC inh2 | Y pestis TopoI | BoNT F protease
CCC(C)NC(=O)CCS(=O)(=O)c1ccc(Br)s1 (stereo not given) | 12 | . | 1 | -6 | -1.9 | -0.3 | -0.5 | 1 | -15
COC(=O)c1cc(Br)c(=O)n(Cc2ccncc2)c1 | 1 | . | -2 | -1 | -0.8 | -0.8 | -0.3 | 4 | -2
Brc1cccc(-c2nc3c4ccccc4ccn3c2Cc2ccsc2)c1 | 1 | 2.1 | 1 | 0 | . | -4.6 | 0.7 | . | -6
